GAA glycogen = inhibitors or activators of human alpha-glucosidase glycogen cleavage | P10253 | recombinant GAA, glycogen substrate, Amplex Red glucose oxidase fluorescence | Potency, µM (series often up to 76.4 µM), inactives show top-dose activity change, negative = inhibition, usual class: inhibitors | actives 0.38% (n = 300,000); active means well fitted inhibition curve with a large enough effect; inconclusive means small, poorly fitted or top-dose-only effect, or another doubt; inactive means no such curve, though single readings can be large or run the other way;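 further: 0% = full enzyme reaction and -100% = no-enzyme basal signal; the screen sought inhibitors and activators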
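qHTS, 1536-well; enzyme 4 nM final; cpd up to 77 uM; substrate bovine liver glycogen 30 ug; 50 mM citrate/phosphate pH 5.0, 0.01% Tween-20; 37 C, 40 min; Amplex Red detection 45 min RT; Hill fit → AC50.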
* = called active by the depositor; ? = inconclusive; [ ] = remark or other dose. Potency means the concentration at half of the fitted maximal effect. Not all compounds are listed, so the mix of outcomes need not match the whole.

No. | mol | GAA glycogen
1 | CC(=O)c1ccc(N2CCN(S(=O)(=O)c3ccc4c(c3)CC(=O)N4)CC2)cc1 | 0.52µM*
2 | CCc1ccccc1N(CC(=O)N1CCCCC1)S(=O)(=O)c1ccccc1 | 2%[76.3 µM]
3 | Cc1ccc(S(=O)(=O)N(C)c2ccc(C(=O)NCC(c3cccs3)N3CCOCC3)cc2)cc1 (configuration not stated) | -5%[76.3 µM]
4 | COCC1CCN(C(=O)c2oc3c(F)cccc3c2C)C1 (configuration not stated) | 1%[76.3 µM]
5 | COc1cc(CNc2nc3ccccc3s2)cc(OC)c1OC | 0%[76.3 µM]
6 | CC(NCCS(=O)(=O)c1ccc(Cl)cc1)c1cccc(Cl)c1 (configuration not stated) | 7%
7 | CC1CN(C(=O)c2cc(S(=O)(=O)N3CCCC3)ccc2Cl)CC(C)O1 (configuration not stated) | 7%[76.3 µM]
8 | CCN(C(=O)COc1nc(C)cc(C)c1C#N)c1ccccc1 | 11%[76.3 µM]
9 | COC(=O)c1ccc(C(=O)NC2CCCc3c2cnn3-c2cc(F)cc(F)c2)nc1 (configuration not stated) | 0%[76.3 µM]
10 | CN(C)CCCN(C(=O)c1ccc2ccccc2c1)c1nc2cc3c(cc2s1)OCO3 | 1%[76.3 µM]
11 | Cc1cc(C)cc(NS(=O)(=O)c2c(C)[nH]c(=O)[nH]c2=O)c1 | -6%
12 | CCCNc1c(NS(=O)(=O)c2ccc(C(C)(C)C)cc2)c(=O)oc2ccccc12 | 0%[76.3 µM]
13 | CC12CCCCC1NS(=O)(=O)OC2 (configuration not stated) | 16%[76.3 µM]
14 | CC(=O)NCCNC(=O)C1CCC(CNc2nc(=S)[nH]c3ccccc23)CC1 (configuration not stated) | 5%
15 | Cn1nnc(NC(=O)c2ccc(Br)o2)n1 | -3%[76.3 µM]
16 | CN(CC(=O)Nc1ccc(Cl)cc1)C(=O)c1cccc(S(=O)(=O)NCc2ccccc2)c1 | -10%[76.3 µM]
17 | O=C(OCCN1CCCCC1)c1ccccc1Br | -9%
18 | O=C(Cc1cccs1)Nc1ccc(F)cc1 | 8%[76.3 µM]
19 | COc1ccc(CCNC(=O)C2CCCN(S(=O)(=O)c3ccc(F)cc3)C2)cc1 (configuration not stated) | 0%[76.3 µM]
20 | CNc1nc(N)c([N+](=O)[O-])c(Nc2ccccc2OC)n1 | 2%
21 | Cc1ccc(NC(=O)CN2CCN(C)CC2)cc1Br | 4%[76.3 µM]
22 | Cc1ccc(-c2csc3ncnc(NCCC(=O)O)c23)cc1 | -26%[76.3 µM]
23 | Cc1cccc(NC(=O)CC2(CC(=O)O)CCCC2)c1 | -3%
24 | CCn1ccnc1CN(C)Cc1c(C(=O)N2CCCCCCC2)nc2ccc(Cl)cn12 | -3%[76.3 µM]
25 | COc1cccc(-c2ccc(NC(=O)C3CCCN(Cc4ccc(CO)o4)C3)cc2)c1 (configuration not stated) | 0%[76.3 µM]
26 | CCOn1c(=O)c(-c2ccc(Br)cc2)[n+]([O-])c2ccccc21 | -14%
27 | CC(C)N(C(=O)Cn1cc(S(=O)(=O)Cc2ccc(Cl)cc2)c2ccccc21)C(C)C | 16%[76.3 µM]
28 | CC(C)C[C@H](NC(=O)c1[nH]cnc1C(=O)N[C@@H](Cc1ccccc1)C(=O)OCc1ccccc1)C(=O)OCc1ccccc1 | -1%[76.3 µM]
29 | O=C(CCC(=O)Nc1nnc(C2CCCCC2)s1)Nc1ccccc1 | 1%[76.3 µM]
30 | CCOC(=O)CNC(=O)N1CCc2ccc(NC(=O)c3ccccc3Cl)cc2C1 | -9%[76.3 µM]
31 | CCN(CC(=O)Nc1c(F)cccc1F)C(=O)c1ccccc1F | 3%
32 | CCN(CC)CCCNC(=O)CSc1nc2nc(C)c(Cc3c(F)cccc3Cl)c(C)n2n1 | -5%[76.3 µM]
33 | COC(=O)CN(c1cccc(C)c1)S(=O)(=O)c1ccccc1 | -7%[76.3 µM]
34 | Nc1ccc(C(=O)NCCCSc2ccccc2)cc1[N+](=O)[O-] | 10%
35 | CC(C)N(Cc1c(O)ccc2c(=O)c(-c3ccc(Cl)cc3)coc12)C(C)C | 9%[76.3 µM]
36 | COC(=O)c1c(NC(=O)C2CCCCC2)sc2c1CC(C)(C)NC2(C)C | 11%[76.3 µM]
37 | Cc1ccc(CNC(=O)CNC(=O)[C@@H]2Cc3ccccc3CN2)cc1 | -3%[76.3 µM]
38 | COc1cc(/C=C2\SC(=S)N(NC(=O)c3ccc(O)c(OC)c3)C2=O)ccc1O | -19%
39 | CSc1ccc(CN2CCC(CO)(CCOc3ccccc3)CC2)cc1 | -1%[76.3 µM]
40 | Cc1ccccc1C(=O)Nc1ccccc1N1CCN(C(=O)c2ccccc2)CC1 | -1%[76.3 µM]
41 | COc1ccc(Cc2nc3ccc(C(=O)N4CCCCC4CCO)cc3o2)cc1 (configuration not stated) | 7%[76.3 µM]
42 | CCn1c(CN2CCOCC2)nc2cc(NC(=O)c3ccc([N+](=O)[O-])cc3)ccc21 | 17%[76.3 µM]
43 | O=C(NNS(=O)(=O)c1ccccc1)c1cccc([N+](=O)[O-])c1 | ?
44 | CCOc1ccccc1NC(=O)CSc1cn(CC(=O)N2CCCCCC2)c2ccccc12 | -4%[76.3 µM]
45 | CC(=O)c1ccc(S(=O)(=O)N2CCN(C(=O)CSc3ccc(F)cc3)CC2)cc1 | 6%
46 | COc1cccc(C(=O)Nc2nc3c(s2)CCCC3)c1 | -5%[76.3 µM]
47 | NC(=O)c1ccc(N2CCNC(=O)C2)c([N+](=O)[O-])c1 | 4%
48 | O=C(c1ccc(F)cc1)N1c2ncnn2C2(CCCCC2)[C@@H]2CCCC[C@@H]21 | -8%[76.3 µM]
49 | COc1ccc(CCN(C)C2CCCN(C(=O)CCC(F)(F)F)C2)cc1OC (configuration not stated) | -3%[76.3 µM]
50 | CN(CC(=O)Nc1ccccc1Br)C(=O)C(Cc1ccccc1)NC(=O)c1ccccc1 (configuration not stated) | -1%[76.3 µM]
51 | Cc1ccc(C)c(NC(=S)N2CCN(S(C)(=O)=O)CC2)c1 | -3%[76.3 µM]
52 | CCOc1ccc(CNC(=O)CCCn2ccc3cc(S(=O)(=O)N4CCCC4)ccc32)cc1 | -12%[76.3 µM]
53 | COc1cccc(NC(=O)CSc2nnc3c(n2)[nH]c2ccc(C)cc23)c1 | -2%
54 | O=c1cc(-c2ccccc2)nc(Cc2c(Cl)cccc2Cl)[nH]1 | -4%
55 | CCCOC(=O)C1=C(C)NC(=O)NC1c1cc2c(cc1Br)OCO2 (configuration not stated) | 3%[76.3 µM]
56 | Oc1ccc(C2=CSC3=NCCN23)cc1O | ?
57 | COc1cccc(C(=O)NNC(=O)c2cccc(F)c2)c1 | 19%[76.3 µM]
58 | Cc1cc(C)n(-c2ccc(NC(=O)C3CCN(Cc4ccc(C)o4)CC3)cc2)n1 | -5%[76.3 µM]
59 | CNC(=O)CN(CCc1ccccc1)S(=O)(=O)c1ccc(OC)cc1 | -6%
60 | Cc1ccc(N2C(=O)C(Cl)=C(N3CCOCC3)C2=O)c(C)c1 | 1%[76.3 µM]

(more compounds)
No. | mol | GAA glycogen
61 | COc1ccc(OCC(=O)Nc2c3c(nn2-c2ccccc2)CS(=O)(=O)C3)cc1 | -1%[76.3 µM]
62 | COc1ccccc1CNC(=O)CN1C(=O)c2ccccc2S1(=O)=O | -2%
63 | O=C1OCc2ccc(NC(=O)c3ccccc3C(=O)O)cc21 | -13%[76.3 µM]
64 | CC12CCC(C(=O)OC3CCCCC3)(OC1=O)C2(C)C (configuration not stated) | -19%[0.611 µM]
65 | CSCC(C)N1CCC(n2nccc2NC(=O)c2ccccc2C)CC1 (configuration not stated) | -3%[76.3 µM]
66 | O=C(NCCc1ccccc1)C1CCN(S(=O)(=O)N2CCOCC2)CC1 | -3%[76.3 µM]
67 | CCOCCOC(=O)c1[nH]c2c(c1C)C(=O)CC(c1ccccc1)C2 (configuration not stated) | -1%
68 | COC(=O)CCNC(=O)NC(CCC(C)C)c1c(-n2cccc2)sc2c1CCN(C)C2 (configuration not stated) | 4%[76.3 µM]
69 | CC(=O)C1=C(C)Nc2ncnn2C1c1ccc(Br)cc1 (configuration not stated) | -3%
70 | N#Cc1ccc(S(=O)(=O)NC2CCCCNC2=O)cc1 (configuration not stated) | 3%
71 | O=C(N[C@H]1CCCCNC1=O)c1cc(COc2ccc(F)cc2F)on1 | -1%[76.3 µM]
72 | O=C1c2ccsc2SCCN1Cc1ccc(F)cc1 | 0%
73 | CCOC(=O)C1CCN(C(=O)C2CCN(S(=O)(=O)c3cc(Cl)ccc3OCC)CC2)CC1 | 7%[76.3 µM]
74 | CC1CCN(C(=O)c2cc3c(=O)n4ccccc4nc3s2)CC1 | -18%
75 | Cc1ccc(SCCNCc2ccco2)cc1 | 2%[76.3 µM]
76 | CC1CN(C(=O)CCC(=O)NCc2ccccc2)c2ccccc2O1 (configuration not stated) | 0%[76.3 µM]
77 | C=CCOc1ccc2ccccc2c1CNn1c(C)n[nH]c1=S | -13%[76.3 µM]
78 | COc1ccc(NC(=S)NNc2ccc(C(=O)O)cc2)cc1 | -2%
79 | COCCNC(=O)C1CCN(C(=O)C2CC(=O)N(c3ccc(C)cc3)C2)CC1 (configuration not stated) | 0%[76.3 µM]
80 | CC(=O)c1ccc([N+](=O)[O-])c(CS(=O)(=O)c2ccc(Cl)cc2)c1 | 2%
81 | COc1ccc(NC(=O)Cn2cnc3c(nc4n3CCCCC4)c2=O)cc1Cl | 12%[76.3 µM]
82 | COc1cc2c(cc1OC)-c1cc(Nc3cccc(C)c3)nc(=O)n1CC2 | 2%
83 | CN(C)C(=O)c1ccc(Nc2nc(-c3cccs3)nc3ccccc23)cc1 | -2%
84 | CNC(=O)CSc1nc2sccc2c(=O)n1-c1ccccc1 | -5%[76.3 µM]
85 | Cc1ccc(Nc2nc(Cl)nc(NC3CCCCC3)n2)cc1 | -6%
86 | Cc1ccc2nc(/C(C#N)=C/c3ccc(-c4ccccc4C(=O)O)o3)[nH]c2c1 | -4%
87 | Cc1c(C(=O)Nc2ccc(S(=O)(=O)Nc3ncccn3)cc2)oc2ccc(Cl)cc12 | 1%[76.3 µM]
88 | Nc1ccc2nn(-c3cc([N+](=O)[O-])ccc3O)nc2c1 | -9%[76.3 µM]
89 | CCN(C(=O)CSc1nnc(-c2ccc(Cl)cc2)o1)c1ccccc1 | 14%[76.3 µM]
90 | NC(=O)c1ccccc1NC(=O)C1CCCO1 (configuration not stated) | -1%[76.3 µM]
91 | Cc1nnc(NC(=O)CSc2nnc(CC(=O)Nc3ccccc3Cl)n2C)s1 | -4%
92 | CCOc1ccc(-c2ccc(NS(=O)(=O)c3cc([N+](=O)[O-])c(C)c([N+](=O)[O-])c3)cc2)nn1 | -4%[76.3 µM]
93 | COc1cc(OC)c(NC(=O)Nc2ccc3c(c2)N(C)C(=O)c2ccccc2S3)cc1Cl | 10%[76.3 µM]
94 | COC(=O)CCNC(=O)c1nn(Cc2ccccc2)c(=O)c2ccccc12 | -1%
95 | Cc1ccc(N(Cc2ccccc2)C(=O)c2ccc(F)cc2)cc1 | 0%[76.3 µM]
96 | COCc1cc(C)nc2sc(C(=O)Nc3ccccc3OC)c(N)c12 | -4%[76.3 µM]
97 | Oc1ccccc1C(=S)N1CCN(C(=S)c2ccccc2O)CC1 | 0%
98 | COc1ccc(NC(=O)CCc2nnc3ccc(N4CCC(C)CC4)nn23)cc1OC | -5%[76.3 µM]
99 | Cc1cccc(N(C)S(=O)(=O)c2nnc(NC(=O)C3CCCCC3)s2)c1 | -5%[76.3 µM]
100 | CCOC(=O)c1cn(Cc2ccc(C)cc2)c2cc(F)ccc2c1=O | 9%
101 | Cc1cccc(C)c1NC(=O)CN(C)C(=O)Cc1cccc(C(F)(F)F)c1 | 0%
102 | Cn1c(COc2ccc(F)cc2)nnc1SCC(=O)NC1CC1 | 3%[76.3 µM]
103 | COc1ccc(C(=O)NCCNC(=O)c2cnccn2)cc1OC | 6%
104 | Cc1cc(=O)oc2c(C)c(OC(C)C(=O)NCC3CCC(C(=O)O)CC3)ccc12 (configuration not stated) | -11%[76.3 µM]
105 | COc1cc(N2Cc3ccccc3C2)ccc1C=O | 12%[76.3 µM]

By substructure: the entries above with a COOH group (six)
No. | mol | GAA glycogen
22 | Cc1ccc(-c2csc3ncnc(NCCC(=O)O)c23)cc1 | -26%[76.3 µM]
23 | Cc1cccc(NC(=O)CC2(CC(=O)O)CCCC2)c1 | -3%
63 | O=C1OCc2ccc(NC(=O)c3ccccc3C(=O)O)cc21 | -13%[76.3 µM]
78 | COc1ccc(NC(=S)NNc2ccc(C(=O)O)cc2)cc1 | -2%
86 | Cc1ccc2nc(/C(C#N)=C/c3ccc(-c4ccccc4C(=O)O)o3)[nH]c2c1 | -4%
104 | Cc1cc(=O)oc2c(C)c(OC(C)C(=O)NCC3CCC(C(=O)O)CC3)ccc12 (configuration not stated) | -11%[76.3 µM]

Following part:
No. | mol | GAA glycogen
106 | O=C(CS(=O)CC(=O)Nc1ccccc1-c1ccccc1)Nc1ccc(F)cc1 (configuration not stated) | -8%[76.3 µM]
107 | N=c1c(C(=O)NC2CCCCC2)cc2c(=O)n3ccccc3nc2n1CCc1ccccc1 | 2%[76.3 µM]
108 | CCC(=O)N1CCc2cc(S(=O)(=O)NCCC(=O)NC3CCCCCC3)ccc21 | -1%[76.3 µM]
109 | Cc1ccc(N=C2C(=O)Nc3ccccc32)cc1 | 1%
110 | COc1ccccc1N1CCN(S(=O)(=O)c2cn(C)nc2C)CC1 | -12%[76.3 µM]
111 | CCOc1ccc(CCNC(=O)CCNC(=O)c2ccco2)cc1OCC | 3%[76.3 µM]
112 | Cc1cc(=O)oc2c3c(cc(OCC(=O)NCc4ccccn4)c12)OC(C)(C)CC3 | -2%[76.3 µM]
113 | COCCn1c(C)c(C)c2c(NCCc3ccccc3)ncnc21 | 1%

Bioassay records deposited in PubChem BioAssay by National Center for Advancing Translational Sciences (NCATS).
